HCMV antiviral: inhibitors of human cytomegalovirus | AID 1259415 | actives 4.5% (n = 410,000) | activity change, negative = inhibition, % at 57.5 µM | HFF cells, HCMV-luciferase reporter, 72 h; active compounds read low; in the data active = activity change below about -60%; inconclusive = no clear call, values can overlap the other calls; inactive = above about -39%
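Cell-based, HFFs, 1000 cells/well, 16 h 37C; cpds in DMSO + HCMV-luc, MOI 1 PFU/cell; 72 h 37C; OneGlo luminescence after 5 min RT; norm. to buffer vs Salinomycin 10uM.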
AmpC inh no detg: AmpC beta-lactamase inhibition without detergent. P00811. AmpC nitrocefin hydrolysis, absorbance 480 nm, 0.0001% Triton. Potency, µM (series often up to 57.1 µM), for the others: at the highest dose activity change, negative = inhibition, hits mostly inhibitors. actives 0.52% (n = 330,000);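 note: potency is the fitted concentration of half-maximal effect; plate controls were no compound for no effect and no enzyme for full effect; nearly all actives have a fitted effect of over 20% in size; some results filed as inactive show a strong effect at the top dose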
Target sequence (P00811 whole entry, looked up): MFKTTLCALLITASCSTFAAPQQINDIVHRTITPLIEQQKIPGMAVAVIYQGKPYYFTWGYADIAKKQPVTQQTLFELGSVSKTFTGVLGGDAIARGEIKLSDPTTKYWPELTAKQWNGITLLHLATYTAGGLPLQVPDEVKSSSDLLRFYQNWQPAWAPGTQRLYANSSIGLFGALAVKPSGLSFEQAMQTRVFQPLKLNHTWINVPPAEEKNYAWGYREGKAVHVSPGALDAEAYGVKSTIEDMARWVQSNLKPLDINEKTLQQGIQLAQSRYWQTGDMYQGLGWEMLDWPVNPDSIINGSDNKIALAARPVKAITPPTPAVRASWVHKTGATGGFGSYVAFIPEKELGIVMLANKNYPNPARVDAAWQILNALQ
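AmpC (5.3 nM in the dispensed reagent) in 20 mM phosphate pH 7.0 with 0.01% (detergent screen) or 0.0001% Triton X-100 was preincubated with compounds for 15 min at room temperature. Nitrocefin was then added from an 800 uM solution, and hydrolysis was followed at 480 nm.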
Sm TGR block: blocks Schistosoma mansoni thioredoxin glutathione reductase; Q962Y6; purified TGR, DTNB reduction, TNB absorbance 405 nm; Potency, µM (series often up to 114 µM), for inactives: at the highest dose activity change, negative = inhibition, hits mostly inhibitors; actives 3% (n = 360,000); AID 485364; note: potency is the fitted concentration of half-maximal effect; nearly all actives have a fitted effect of over 60% in size
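Kinetic colorimetric format: TGR-catalysed, NADPH-driven DTNB reduction monitored via TNB absorbance. Enzyme dispensed at 20 nM; compound exposure 15 min at room temperature before reaction start.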
AmpC inh detg: AmpC beta-lactamase inhibition with detergent present | P00811 | AID 485294 | Potency, µM (highest dose often 114 µM), for the others: at the highest dose activity change, negative = inhibition, actives largely listed as inhibitors | AmpC hydrolysis of nitrocefin, absorbance 480 nm, 0.01% Triton | actives 0.041% (n = 370,000);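 note: potency is the fitted concentration of half-maximal effect; 0% = no-compound wells and -100% = no-enzyme wells; nearly all actives have a fitted effect of over 25% in size; some results filed as inactive show a strong effect at the top dose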
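AmpC (5.3 nM in the dispensed reagent) in 20 mM phosphate pH 7.0 with 0.01% (detergent screen) or 0.0001% Triton X-100 was preincubated with compounds for 15 min at room temperature. Nitrocefin was then added from an 800 uM solution, and hydrolysis was followed at 480 nm.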
FBPA Giardia inh: blocks Giardia fructose-bisphosphate aldolase activity; A8B2U2; purified Giardia FBPA; Potency, µM (series often up to 59.6 µM), for inactives: at the top dose activity, negative = inhibition, usual class: inhibitors; actives 0.71% (n = 290,000); AID 2451; note: potency is the fitted concentration of half-maximal effect; nearly all actives have a fitted effect of over 55% in size
Target sequence (A8B2U2 whole entry, looked up): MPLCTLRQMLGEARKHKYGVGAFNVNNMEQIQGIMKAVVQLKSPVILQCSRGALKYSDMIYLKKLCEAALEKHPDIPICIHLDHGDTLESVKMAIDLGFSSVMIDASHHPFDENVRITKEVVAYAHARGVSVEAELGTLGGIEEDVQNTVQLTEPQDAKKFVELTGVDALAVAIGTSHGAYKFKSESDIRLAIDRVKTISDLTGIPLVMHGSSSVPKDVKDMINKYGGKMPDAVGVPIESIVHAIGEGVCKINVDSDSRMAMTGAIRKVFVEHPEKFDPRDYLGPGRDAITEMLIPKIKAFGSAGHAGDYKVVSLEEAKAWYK
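Giardia FBPA (40 nM reagent) was preincubated 10 min at RT with compound (up to 57.5 uM final), then substrate plus GAPDH/TPI/NAD/arsenate coupling system with diaphorase/resazurin was added; resorufin fluorescence (525/598 nm) was read after 20 min.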
HCV inhibitor: HCV inhibition | Huh7.5.1 HCVcc-Cre infection, luciferase reporter, 44 h | Potency, µM (top dose mostly 41.8 µM), inactives show at the highest dose activity change, negative = inhibition, usual class: inhibitors | actives 3.4% (n = 340,000); note: potency is the fitted concentration of half-maximal effect
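HCVcc-Cre virus at an moi near 0.5 was added right after compound to cells cultured 4 h from seeding (1,000 cells/well). Luciferase activity was determined 44 h later, 15 min after substrate addition at RT.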
* hit, by the source's call; ? = inconclusive; · = not tested or not shown; & = joins results of further samples; [ ] = dose if it differs, or a comment. Unless noted, calls come from the whole dose curve; as a rule, active = well fitted curve in the direction sought with a large enough effect; inconclusive = small, poorly fitted or top-dose-only effect, or another doubt; inactive = no such curve, though single readings can be large; an effect the other way counts as inactive or inconclusive. Unless noted, % is set by controls: 0 for no effect and ±100 for the full control effect. Rows are unselected (roughly 9.9% active in at least one column).

SMILES	HCMV antiviral	AmpC inh no detg	Sm TGR block	AmpC inh detg	FBPA Giardia inh	HCV inhibitor
CN1CCN(c2ccc(CNS(=O)(=O)Cc3cccc(C(F)(F)F)c3)cc2)CC1	?	-0.5%	-16.9%	7.1%	0.6%	5.62µM*
C=C1CCC[C@]2(C)C[C@H]3OC(=O)C(CN(Cc4ccc(OC)c(OC)c4)CC(C)O)[C@H]3CC12 (some centres not stated)	-99.1*	119.9%[activator]	-4.2%	0.6%	9.1%	-27.2%
Cc1ccc(/C=N/NC(=O)CCCOc2ccc(Cl)cc2Cl)cc1	?	-12.9%	-3.9%	5.4%	-23.9%	?
CC(C)Oc1cccc(C(=O)C2CCCN(Cc3cccn3-c3cccnc3)C2)c1 (configuration not stated)	4.2	61.7%[activator]	?	0.2%	-0.9%	11.2µM*
Cn1c(CCc2ccc(N)cc2)nc2ccccc21	89.4	-3.7%	·	-5.6%	-6.1%	15.7%
COc1ccc(N2CCN(C(=O)c3cc(C)oc3C)CC2)cc1	0.0	-3.9%	-1.7%	6.4%	·	3.4%
Cc1cc(Cl)c(OCCCNCc2ccccc2)c(Br)c1	20.1	-5.9%	4.2%	2.0%	-22.0%	25.1µM*
CCCSc1nnc(Sc2nnnn2-c2ccccc2)s1	-77.8*	-28.9%	-4.3%	-2.5%	0.3%	?
Cc1cc(C)c2cc(C#N)c(SCC(=O)Nc3cc(C)on3)nc2c1	-60.6*	-5.4%	1.3%	-1.1%	·	-21.5%
COCCn1c(SCC(=O)Nc2nnc(C)s2)nnc1-c1cc2ccccc2cc1O	12.4	-23.6%	5.4%	2.0%	-23.7%	4.0%
CCCCOC(=O)C1C2C=CC3(CN(CCc4ccccc4)C(=O)C13)O2 (configuration not stated)	9.7	0.4%	-18.2%	?	4.9%	1.9%
Cc1ccc(NC(=O)c2cccc3c2-c2ccccc2C3=O)cc1C	-33.0	-40.6%	-1.5%	-14.5%	-9.7%	?
Cc1ccccc1N1Cc2ccccc2C1	-16.5	-7.1%	-15.1%	-7.3%	-17.9%	5.7%
O=S(=O)(c1ccc(Cl)cc1)N1CCN(Cc2cccnc2)CC1	-37.1	-9.6%	-11.9%	-2.2%	5.0%	1.0%
CCOC(=O)c1cc(OC(=O)c2ccccc2OC)n(-c2ccccc2)n1	35.1&30.0	-10.3%	35.5µM*	15.3%&4.7%	-3.0%	0.7%

Quoted at random: 4 entries already listed.
SMILES	HCMV antiviral	AmpC inh no detg	Sm TGR block	AmpC inh detg	FBPA Giardia inh	HCV inhibitor
CC(C)Oc1cccc(C(=O)C2CCCN(Cc3cccn3-c3cccnc3)C2)c1 (configuration not stated)	4.2	61.7%[activator]	?	0.2%	-0.9%	11.2µM*
COc1ccc(N2CCN(C(=O)c3cc(C)oc3C)CC2)cc1	0.0	-3.9%	-1.7%	6.4%	·	3.4%
Cc1ccccc1N1Cc2ccccc2C1	-16.5	-7.1%	-15.1%	-7.3%	-17.9%	5.7%
O=S(=O)(c1ccc(Cl)cc1)N1CCN(Cc2cccnc2)CC1	-37.1	-9.6%	-11.9%	-2.2%	5.0%	1.0%

The results go on:
SMILES	HCMV antiviral	AmpC inh no detg	Sm TGR block	AmpC inh detg	FBPA Giardia inh	HCV inhibitor
CCN(CC)C(=O)[C@H]1CC(CC(=O)NCc2ccco2)C(=O)N2CCc3c([nH]c4ccc(OC)cc34)[C@]12C (some centres not stated)	4.1	99.0%[activator]	·	·	·	-70.6%
CCCC(=O)C1=C(O)C(C(=O)OC)C(C)(C)CC1=NCc1ccccc1 (configuration not stated)	-37.1	63.6%[activator]	100µM*	1.5%	10.7%	4.4%
Clc1ccc(CNCCCSc2ncccn2)cc1	-14.2	-30.7%	-7.1%	?	?	-17.9%
Cc1ccc(NC(=O)c2cc(S(=O)(=O)NCCc3ccc(Cl)cc3)ccc2F)cc1	?	·	5.4%	8.2%	·	·
CC(NC(=S)Nc1ccc(OC(F)F)cc1)c1ccc(F)cc1 (configuration not stated)	-27.6	-41.4%	-15.5%	-15.5%	-7.7%	?
O=C1CCC(C(=O)Nc2cccc(Oc3ccccc3)c2)=NN1	?	-22.0%[11.4 µM]	-0.5%	?	0.2%	0.0%
COc1ccc2sc(NC(C)=O)nc2c1	29.9	-18.2%	6.3%	?	1.8%	-6.7%
CC12CCC(=O)N1C(C(=O)NNC(=O)COc1ccccc1Cl)CS2 (configuration not stated)	-13.0	-13.9%	-3.7%	-2.5%	·	10.4%
CC1Cc2ccccc2N1C1=CC(=O)CC(C)(C)C1 (configuration not stated)	-12.9	2.8%	-4.9%	-3.1%	1.5%	22.6%
Cc1nn2c(-c3cccnc3)ccnc2c1-c1ccccc1	?	10.4%	-5.0%	-7.4%	5.8%	-11.8%
Cc1ccc(C2CC(=O)C=C(O)C2)cc1 (configuration not stated)	·	14.1µM*	7.7%	-14.3%	0.8%	0.7%
COc1ccccc1NC(=O)CCn1nc(-c2ccccc2OC)c2c(C)cc(C)nc21	-21.1	·	-5.4%	2.7%	·	·
O=C(NNc1c(Cl)cccc1Cl)c1sccc1Cl	-74.7*	-19.7%	11.5%	8.7%	8.4%	11.9%
COc1ccc(NC(=O)C(=O)NCC2(c3ccccc3)CCCC2)c(OC)c1	3.7	·	-1.2%	2.7%	·	·
O=C(NCc1ccco1)C1CC(=O)N(c2cccc(Cl)c2)C1 (configuration not stated)	-7.5	-15.8%	-33.4%	1.4%	1.6%	7.5%
CC1CCC(C(C)C)C(OCC(O)CN2CCOCC2)C1 (configuration not stated)	17.1	24.4%	-7.1%	-3.3%	-18.5%	5.3%
NS(=O)(=O)c1ccc2nc(NC(=O)c3ccc4c(c3)OCCO4)sc2c1	-16.3	-13.6%	-4.3%	-13.8%	·	-0.1%
CC(C)Sc1ncnc2c1cnn2-c1ccccc1	87.6	-18.8%	7.5%	-1.6%	-1.2%	?
Cc1c(C(=O)OCC(=O)Nc2c(C)n(C)n(-c3ccccc3)c2=O)oc2ccccc12	14.9	-1.5%	-0.2%	-0.8%	6.1%	-2.7%
CCOCC(=O)Nc1cc(OC)c(Cl)cc1OC	3.2	-15.8%	-8.4%	-11.6%	0.8%	?
CCCS(=O)(=O)N1CCN(CC2CC=CCC2)CC1 (configuration not stated)	-6.8	-9.4%	-0.1%	-0.8%	?	18.0%
Cc1cc(=O)oc2cc(OCC(=O)Nc3cccnc3)ccc12	26.5	-12.1%	·	·	·	0.4%
COc1ccc(C(=O)O)cc1S(=O)(=O)NC(C)C12CC3CC(CC(C3)C1)C2 (configuration not stated)	-0.1	-20.9%	-0.2%	-1.3%	·	-7.1%
COc1ccc(N2CCN(Cc3nc4c(c(=O)[nH]c(=O)n4C)n3Cc3ccccc3)CC2)cc1	-14.0	·	-10.5%	-2.7%	·	·
CCCc1nn2c(=O)cc(CSCC(=O)Nc3cccc(C)c3)nc2s1	2.9	-8.8%	-8.5%	-0.9%	·	3.5%
COCCNC(=O)COC(=O)c1ccc(OCC(=O)Nc2ccccc2OC)c(OC)c1	-4.3	6.1%	6.6%	1.7%	0.5%	3.5%
COc1cccc(-n2cnc3cccc(N)c32)c1	?	-18.3%	3.8%	-7.6%	?	-22.2%
O=C(c1ccc(S(=O)(=O)Cc2ccccc2F)c([N+](=O)[O-])c1)N1CCCCCC1	?	0.4%	?	1.2%	-1.4%	?
COCCNC(=O)c1ccc2c(c1)CCN2S(C)(=O)=O	-61.8*	-19.5%	0.6%	1.0%	2.4%	13.9%
CC(=O)NS(=O)(=O)c1ccc(NC(=O)CCc2ccccc2)cc1	-12.9	-23.0%	-12.2%	-11.3%	14.3%	6.1%
COc1ccc(C(CCN(Cc2ccc(OC)c(OC)c2)C(C)=O)c2ccccc2)cc1 (configuration not stated)	-29.3	234.5%[activator]	5.4%	0.6%	3.6%	0.1%
Cc1c(C(=O)O)sc2nc3n(c(=O)c12)CCCCC3	49.7	·	0.0%	-7.6%	15.3%	5.9%
O=C(NCc1ccccc1)c1cc2ccc(O)cc2oc1=O	128.4	-27.0%	-9.7%	-12.2%	8.6%	18.4%
CC1CCN(S(=O)(=O)c2cn(CC(=O)Nc3cccc(C(F)(F)F)c3)c(=O)c3ccccc23)CC1	?	·	1.3%	-5.2%	·	·
CCOc1ccccc1Nc1nc(-c2sc(NC(=O)c3cccc(Cl)c3)nc2C)cs1	72.8	-52.2%	-17.3%	-5.3%	-0.3%	-2.9%
CC(C)N(C(=O)CSc1nnc(C2CC2)n1C1CC1)c1ccccc1	-12.8	30.4%	-9.0%	-11.1%	·	1.5%
COc1cccc(Cn2c(=O)n(Cc3ccco3)c(=O)c3oc4ccccc4c32)c1	-39.8	·	-9.8%	2.7%	·	·
O=C(Cn1c(C(=O)N2CCN(C3CCCC3)CC2)cc2sccc21)c1ccccc1	-18.3	61.8%[activator]	?	?	-0.2%	?
c1ccc(Nc2cccc(Nc3ccccc3)c2)cc1	0.2	-19.8%	35.5µM*	3.2%	-4.1%	39.2%[activator]
COc1ccc(NC(=O)c2cc(-c3cccnc3)nc3c(C)c(C)ccc23)c(OC)c1	22.4	-6.3%	1.9%	-4.8%	1.8%	12.6µM*
O=C(NCCCCNC(=O)c1ccccc1Cl)c1ccccc1Cl	16.6	-3.3%	-11.6%	-9.6%	9.2%	-1.9%
CC(=O)Oc1ccc2c(C)cc(=O)[nH]c2c1	-22.8	-2.2%	-2.9%	-10.2%	-8.0%	6.0%
CCOC(=O)c1cccc(NC(=O)CCCn2c(=O)c3cccn3c3cccnc32)c1	0.0	-12.8%	1.1%	5.5%	·	?
O=C(NNC(=S)Nc1ccc(Br)cc1Cl)c1ccco1	37.6	-20.3%	-15.5%	?	13.9%	8.0%
CCOC(=O)c1ccc(NC(=O)CN2CCc3ccccc3C2)cc1	62.8	-0.4%	1.4%	?	-29.3%	-8.7%

Of the compounds above, these have a thiophene ring, fused or not.
SMILES	HCMV antiviral	AmpC inh no detg	Sm TGR block	AmpC inh detg	FBPA Giardia inh	HCV inhibitor
O=C(NNc1c(Cl)cccc1Cl)c1sccc1Cl	-74.7*	-19.7%	11.5%	8.7%	8.4%	11.9%
Cc1c(C(=O)O)sc2nc3n(c(=O)c12)CCCCC3	49.7	·	0.0%	-7.6%	15.3%	5.9%
O=C(Cn1c(C(=O)N2CCN(C3CCCC3)CC2)cc2sccc21)c1ccccc1	-18.3	61.8%[activator]	?	?	-0.2%	?

Source: PubChem
